SRC1 inh: human NCOA1 inhibition | inhibition, % at 3.6 µM | HEK293 GAL4-SRC1 luciferase reporter, luminescence | actives 0.12% (n = 360,000) | AID 588354;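 active means inhibition above the campaign mean plus 3 SD, with each screening campaign given its own cutoff, cut at about 60% in these data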;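 further: 0% = DMSO treated cells and 100% = gossypol at 36 µM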
NOD2 RIPK2 PPI: blocks binding of human NOD2 to RIPK2; CHO BLA complementation NOD2-RIPK2, CCF4 ratio; O43353; AID 624267; inhibition, % at 4.98 µM; actives 0.38% (n = 360,000); in the data active means inhibition above about 21%;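 further: 0% = vehicle only and 100% = reference blocker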
LRH-1 inv ag: NR5A2 inverse agonism in reporter assay; O00482; HEK293T StAR-luciferase reporter, LRH-1 transfected, 24 h; inhibition, % at 3.6 µM; actives 0.13% (n = 360,000);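 active means inhibition above the mean inhibition of all tested compounds plus 3 SD, cut at about 73% in these data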;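 further: 0% = DMSO wells and 100% = reporter-only cells lacking LRH-1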
EBV LMP1 NFkB: Epstein-Barr LMP1 NF-kappaB reporter inhibition; LMP1-induced NF-kappaB luciferase reporter cells, luminescence; inhibition, % at 12.5 µM; actives 0.69% (n = 350,000); AID 504558; in the data active means inhibition above about 41%;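 further: 0% = neutral control wells and 100% = reference inhibitor control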
TLR9-MyD88 block: blocks human TLR9 binding to MyD88. actives 0.21% (n = 340,000). Q9NR96+Q99836. CHO BLA complementation TLR9-MyD88, CCF4 FRET ratio. AID 504734. inhibition, % at 4.98 µM;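 active means inhibition above the mean over all tested compounds plus 3 SD, cut at about 21% in these data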;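 further: 0% = DMSO only wells and 100% = clavulanate BLA inhibitor control wells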
NR2F2 inh: blocks human COUP-TFII nuclear receptor | HEK293T NGFI-A luciferase reporter, luminescence | inhibition, % at 8.6 µM | actives 0.7% (n = 370,000);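 active means inhibition above a per-plate cutoff, mean inhibition of test wells between control levels plus 3 SD, cut at about 38% in these data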;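 further: cells cotransfected with COUP-TFII expression vector driving the NGFI-A reporter; 0% = median of COUP-TF2 test wells and 100% = reporter-only cells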
SRC2 inh: human SRC2 (NCOA2) inhibition. Q15596. HEK293 GAL4-SRC2 luciferase reporter, luminescence. inhibition, % at 9 µM. actives 0.17% (n = 370,000);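 active means inhibition above the mean inhibition of all tested compounds plus 3 SD, set per campaign, cut at about 52% in these data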;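 further: 0% = DMSO treated cells and 100% = cells given Gossypol at 36 µM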
Target sequence (Q15596 whole entry, looked up, the tested form may be a part): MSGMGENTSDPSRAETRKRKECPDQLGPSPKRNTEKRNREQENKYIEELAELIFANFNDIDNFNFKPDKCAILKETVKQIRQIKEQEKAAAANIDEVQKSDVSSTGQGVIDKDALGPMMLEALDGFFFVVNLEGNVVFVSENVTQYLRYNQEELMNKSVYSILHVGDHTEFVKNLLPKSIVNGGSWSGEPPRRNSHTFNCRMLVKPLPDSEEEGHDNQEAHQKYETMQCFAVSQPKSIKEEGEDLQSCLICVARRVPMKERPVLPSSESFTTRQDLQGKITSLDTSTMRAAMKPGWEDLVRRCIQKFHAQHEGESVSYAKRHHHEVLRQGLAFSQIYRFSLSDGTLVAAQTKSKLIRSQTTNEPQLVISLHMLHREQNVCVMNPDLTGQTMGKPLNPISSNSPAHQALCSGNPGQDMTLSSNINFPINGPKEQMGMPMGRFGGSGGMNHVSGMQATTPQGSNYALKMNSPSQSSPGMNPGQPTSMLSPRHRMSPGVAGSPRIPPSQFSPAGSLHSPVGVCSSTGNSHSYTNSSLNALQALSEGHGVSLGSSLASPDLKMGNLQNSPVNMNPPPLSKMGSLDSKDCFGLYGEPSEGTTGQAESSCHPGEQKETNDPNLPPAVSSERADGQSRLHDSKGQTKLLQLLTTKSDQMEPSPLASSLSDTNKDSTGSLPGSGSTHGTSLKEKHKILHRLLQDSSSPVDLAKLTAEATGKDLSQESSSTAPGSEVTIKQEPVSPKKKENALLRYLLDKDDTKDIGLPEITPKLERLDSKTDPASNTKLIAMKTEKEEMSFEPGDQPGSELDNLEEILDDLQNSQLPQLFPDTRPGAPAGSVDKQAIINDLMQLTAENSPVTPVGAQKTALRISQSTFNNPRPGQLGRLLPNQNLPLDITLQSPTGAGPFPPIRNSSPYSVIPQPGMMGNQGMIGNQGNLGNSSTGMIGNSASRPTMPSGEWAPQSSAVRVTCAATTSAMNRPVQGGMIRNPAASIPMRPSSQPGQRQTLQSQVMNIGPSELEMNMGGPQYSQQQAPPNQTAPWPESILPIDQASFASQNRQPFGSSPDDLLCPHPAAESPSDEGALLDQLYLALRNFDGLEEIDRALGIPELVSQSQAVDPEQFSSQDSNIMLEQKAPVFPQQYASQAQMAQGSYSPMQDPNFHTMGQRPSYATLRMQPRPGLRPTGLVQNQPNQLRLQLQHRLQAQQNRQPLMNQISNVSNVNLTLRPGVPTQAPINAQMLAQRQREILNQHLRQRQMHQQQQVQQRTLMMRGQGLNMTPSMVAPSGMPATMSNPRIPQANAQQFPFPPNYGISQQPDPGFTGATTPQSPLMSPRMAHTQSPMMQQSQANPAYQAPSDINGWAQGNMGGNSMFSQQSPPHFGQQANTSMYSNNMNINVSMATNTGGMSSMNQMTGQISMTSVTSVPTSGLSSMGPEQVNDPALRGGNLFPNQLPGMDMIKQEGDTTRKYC
C8 TRAIL sens: caspase-8 TRAIL sensitization. AID 624354. actives 1% (n = 360,000). inhibition (viability loss, TRAIL sensitization), % at 10 µM. NB7+C8 cells + TRAIL, ATPlite viability luminescence;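 active means compounds causing at least 50% loss of cell viability in the single-dose screen, relative to plate controls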
Vif imaging: blocks HIV Vif function; inhibition, % at 7.49 µM; AID 602346; actives 0.35% (n = 340,000); HEK293T cells, Vif self-association by quenched fluorescence, imaging, 24 h; in the data active means inhibition above about 50%, passing the limit was not always enough; further: some results filed as inactive read as strong as hits
SRC3 inh: inhibitors of human steroid receptor coactivator 3 (SRC3). Q9Y6Q9. HEK293 GAL4-SRC3 luciferase reporter, luminescence. inhibition, % at 3.6 µM. actives 0.17% (n = 360,000);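 active means inhibition above a per-campaign cutoff, the mean of all compounds plus 3 SD, cut at about 60% in these data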;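 further: 0% = DMSO-treated cells and 100% = gossypol-treated cells at 36 µM; higher means less SRC3-driven luciferase light from the GAL4 reporter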
TROY signal inh: TROY signaling inhibition; Q293 LMP1-TROYcd NF-kB luciferase reporter, 4 h; inhibition, % at 10 µM; actives 0.98% (n = 360,000); AID 1347056;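 active means compounds whose plate-normalised and pattern-corrected inhibition of the luciferase reporter signal at the single screening dose is 50% or more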
Active calls of the source: *; nt = not tested or not shown.

SMILES,SRC1 inh,NOD2 RIPK2 PPI,LRH-1 inv ag,EBV LMP1 NFkB,TLR9-MyD88 block,NR2F2 inh,SRC2 inh,C8 TRAIL sens,Vif imaging,SRC3 inh,TROY signal inh
O=C(Cc1ccc(F)cc1)NCCS(=O)(=O)N1CCN(c2ccccc2)CC1,7,-10,-9,0,-3,1,6,2,-9,5,-7
O=C(CSc1nc2ccc([N+](=O)[O-])cc2s1)NCC1CCCO1 (stereo not drawn),-16,-2,-2,4,-2,10,4,-27,-1,10,8
COc1ccc(C(=O)N(C)Cc2ccc(C)o2)cc1OC1CCN(C(C)C)CC1,-8,2,0,-5,-8,7,8,6,1,14,16
Cc1nc2ccccc2c(=O)n1NC(=O)c1cccc(Cl)c1,-14,-9,-2,-2,-6,-11,5,24,-16,-3,5
O=C(NN=Cc1ccc([N+](=O)[O-])cc1)C1CC1,-9,-10,-23,2,-6,1,7,-16,6,2,-8
Cc1noc(C)c1NC(=O)N(C)C[C@H]1Oc2ccc(NS(=O)(=O)c3c(C)noc3C)cc2C(=O)N([C@H](C)CO)C[C@@H]1C,0,-14,-3,-10,-4,-3,-15,0,1,-8,14
CC(C)c1ccc(-c2c(C#N)c(N)nc(SCC(=O)N3CCCCC3)c2C#N)cc1,-3,-2,23,-22,0,5,-4,7,-9,1,11
Cc1ccc(S(=O)(=O)N2CCN(C(=O)N3CCCC3)CC2)cc1,-5,2,14,4,-10,-4,1,4,18,-1,15
O=C1C2Sc3[nH]c(=O)sc3C(c3cc([N+](=O)[O-])ccc3O)C2C(=O)N1c1ccccc1 (stereo not drawn),5,-3,4,-7,-2,-2,0,-6,0,0,-8
COc1ccc2nc(NC(=O)C3CCCN(S(=O)(=O)c4cccc5nsnc45)C3)sc2c1 (stereo not drawn),6,-3,-5,7,-7,-1,-40,3,-9,6,6
N#CC1=C(N)Oc2cc(N)ccc2C1c1cccc(F)c1 (stereo not drawn),0,5,24,10,-1,0,-7,26,-10,-3,3
O=S1(=O)CCC(NC(=S)SCc2ccccc2Br)C1 (stereo not drawn),5,-4,-4,-11,-1,-1,-2,-1,nt,8,-20
CCN(CC)c1ccc(C(=O)NN)cc1,-38,7,7,3,4,19,-11,-8,-3,2,-11
COC(=O)c1ccc(OCC(O)CN2C(=O)NC(C)(C)C2=O)cc1 (stereo not drawn),5,-3,-8,0,6,-4,-6,-3,-23,9,2
CC(=O)Nc1cc(-c2ccc(N3CCN(C)CC3)cc2)cn2c(-c3ccc(F)cc3)cnc12,-3,9,0,nt,nt,-19,-5,29,-22,-18,18
O=C(CN1CSCC1=O)N1CCN(S(=O)(=O)c2ccc(Cl)cc2)CC1,-32,-8,-6,1,-5,-39,6,-17,-1,14,0
COc1cccc(/C=N/n2c(C)nc3ccccc3c2=O)c1O,-7,1,-17,-18,-13,2,-3,7,-6,11,-57
Cc1cc(C)nc(NS(=O)(=O)c2ccc(NC(=O)c3cccc(N4C(=O)CCC4=O)c3)cc2)n1,-1,9,2,-4,3,10,3,4,-4,13,-13
Cc1cccc(C(=O)NNC(=O)c2c(-c3ccccc3Cl)noc2C)c1O,7,-1,-8,12,-9,-27,0,7,5,6,7
N#C/C(=C\c1cccc([N+](=O)[O-])c1)C(=O)NCc1ccc(Cl)cc1,-14,-2,4,8,-6,6,0,5,-8,5,-16
Cc1c(N=NC2=C(O)CCCC2=O)c(=O)n(-c2ccccc2)n1C,-13,2,-5,-2,-2,13,-2,-5,9,27,-15
COc1ccc(NC(=O)c2cc(-c3ccc4c(c3)OCO4)on2)cc1,1,3,10,-11,3,13,5,-16,0,6,-1
CN(C)C(=O)CCc1ccc2c3c([nH]c2c1)[C@]1(CCC2CCCC2)[C@@H](C(=O)N2CCOCC2)C[C@H](CC(=O)NCc2cccc(C(F)(F)F)c2)C(=O)N1CC3,-1,8,-11,9,1,-7,0,23,2,8,29
O=[N+]([O-])c1ccc(-c2nc(Nc3ccc(O)cc3)c3ccccc3n2)cc1,5,13,25,-24,2,-7,3,10,-17,-10,36
CCOC(=O)CC(N)c1cccc([N+](=O)[O-])c1 (stereo not drawn),-4,-14,-2,-3,-1,5,13,9,2,1,13
CC1(C(=O)NCCc2c[nH]c3ccccc23)C=CC2(CCCCC2)N1C(=O)c1ccccc1 (stereo not drawn),-6,4,1,2,-5,nt,nt,14,-9,-3,-18
O=C(CCc1nnc2ccc(NCc3ccco3)nn12)Nc1cc(F)ccc1F,-8,7,-20,7,-18,-5,-14,2,3,-10,9
CN(CCc1ccccc1)C(=O)c1ccc(NC(=O)Cc2ccc(NC(=O)C3CCN(C(=O)c4ccccc4)CC3)cc2)cc1,1,5,-2,0,-4,5,6,6,nt,-12,7
Cc1cc(C)c2nc(-c3ccccn3)cc(C(=O)Nn3cnnc3)c2c1,-8,-7,-2,3,0,13,11,-1,-7,5,-7
Cc1ccc(Cl)cc1NC(=O)COC(=O)Cn1cnc2c1c(=O)n(C)c(=O)n2C,11,-2,16,-2,8,14,-16,-1,2,26,-3
C[C@H](CO)N1C[C@H](C)[C@@H](CN(C)Cc2ccncc2)Oc2c(NC(=O)c3ccncc3)cccc2C1=O,-4,-6,-1,-6,-3,4,-4,-14,-1,4,9
COc1cc(C(c2sc3nc(C)nn3c2O)N2CCc3ccccc3C2)cc(OC)c1OC (stereo not drawn),26,4,31,86*,-2,-16,5,-9,-13,13,-1
C/C(Cl)=C/CSc1nnc2n(N)c(=O)c3ccccc3n12,-12,-3,2,-3,10,9,-36,5,0,-10,-30
O=C1[C@H]2[C@@H](C(=O)N1c1cc(Cl)cc(Cl)c1)[C@]1(C(=O)Nc3ccccc31)N1CCC[C@@H]21,-83,-5,14,0,-14,-11,-3,-12,25,9,8
O=C(CC1C(=O)NCCN1Cc1cccc(Oc2ccccc2)c1)NCCc1ccncc1 (stereo not drawn),-2,5,-6,3,2,1,-14,4,4,8,15
CCCCOc1ccc(CSc2nncn2N)cc1,-81,5,-54,-13,2,-24,-70,5,-13,-74,-21
O=C1CC=Nc2ccc([N+](=O)[O-])cc21,-53,-3,-5,-2,-4,3,-3,0,-6,17,8
CCN(CC)C(=O)Cn1cc(S(=O)(=O)CC(=O)NCc2ccc3c(c2)OCO3)c2ccccc21,12,4,-9,-1,0,29,-22,4,-7,11,11
CCNc1c(NC(C)=O)c(=O)oc2ccccc12,0,-6,-1,-6,-9,-2,1,-3,1,17,12
Cc1ccc(C(=O)N/N=C/C2=Cc3ccccc3OC2C)cc1 (stereo not drawn),-45,1,-57,3,4,-28,2,37,3,-18,-17
CCOC(=O)N1CCC(NC(=O)C(NS(=O)(=O)c2ccc3c(c2)CCN3C(=O)CC)C(C)C)CC1 (stereo not drawn),-1,1,-2,2,1,-12,14,1,-6,5,-6
CC1(NC(=O)N2CCOCC2)CCS(=O)(=O)C1 (stereo not drawn),0,-9,-7,-7,-6,7,-9,7,-6,2,16
CCOc1ccccc1N1CCN(C(=O)c2cccs2)CC1,-5,0,-11,-1,5,-6,6,-7,-2,2,0
CC(C)CNS(=O)(=O)c1ccc(NC(=O)Cn2nc(-c3ccc(F)cc3)ccc2=O)cc1,4,-6,2,0,6,9,-11,9,23,15,22
C[C@@H]1CN([C@H](C)CO)C(=O)CCCn2nncc2CO[C@H]1CN(C)Cc1ccc2cccnc2c1,-14,-1,1,5,11,-16,-25,3,0,-14,-4

2 compounds picked at random from those above, as already listed:
SMILES,SRC1 inh,NOD2 RIPK2 PPI,LRH-1 inv ag,EBV LMP1 NFkB,TLR9-MyD88 block,NR2F2 inh,SRC2 inh,C8 TRAIL sens,Vif imaging,SRC3 inh,TROY signal inh
CCNc1c(NC(C)=O)c(=O)oc2ccccc12,0,-6,-1,-6,-9,-2,1,-3,1,17,12
O=C1CC=Nc2ccc([N+](=O)[O-])cc21,-53,-3,-5,-2,-4,3,-3,0,-6,17,8

(further entries)
SMILES,SRC1 inh,NOD2 RIPK2 PPI,LRH-1 inv ag,EBV LMP1 NFkB,TLR9-MyD88 block,NR2F2 inh,SRC2 inh,C8 TRAIL sens,Vif imaging,SRC3 inh,TROY signal inh
Cc1sc2nc(SCC(=O)N3CCN(CCO)CC3)n(-c3ccccc3)c(=O)c2c1C,13,4,17,9,-1,1,10,1,-3,7,-9
C[C@@H]1CN([C@@H](C)CO)C(=O)c2cc(NC(=O)Nc3ccc4c(c3)OCO4)ccc2O[C@H]1CN(C)S(=O)(=O)c1cn(C)cn1,-13,-8,-16,3,-13,-8,-16,-16,0,-21,7
CC(NC(=O)C(Cc1ccccc1)N1C(=O)C2C3CCC(C3)C2C1=O)c1ccccc1 (stereo not drawn),4,0,1,1,6,12,-1,3,-2,3,12
O=C(NCCC1=CCCCC1)NC12CC3CC(CC(C3)C1)C2,-81,-2,-91,-74,-6,-28,-75,16,nt,-124,63*
CC1CCCCN1CCCNc1ccc(C(CC(N)=O)NC(=O)c2ccccc2)cc1[N+](=O)[O-] (stereo not drawn),0,-10,23,-1,4,-18,1,-4,-1,11,-7
S=c1[nH]nc(-c2ccncc2)n1/N=C/c1cn(-c2ccccc2)nc1-c1ccc(Cl)cc1,-1,-6,-4,nt,nt,3,-17,-10,1,7,-43
C=CCn1c(SCC(=O)NCC2CCCO2)nnc1-c1ccncc1 (stereo not drawn),-10,5,13,2,3,10,1,32,-4,8,4
C=CCOc1cccc(C2/C(=C(/O)c3ccc4c(c3)CC(C)O4)C(=O)C(=O)N2CCN2CCOCC2)c1 (stereo not drawn),-1,1,-5,-6,-4,-3,13,-17,10,3,-12
COc1ccc(CCn2c(C(C)C)nc3c(c(=O)c4ccccc4n3C)c2=O)cc1,-3,-4,-3,14,-3,nt,nt,18,-4,-7,16
CCOC(=O)C1CCCCN1Cc1ccccc1C(F)(F)F (stereo not drawn),-54,8,10,4,11,-24,-1,5,6,15,12
Nc1nc2nn(-c3ccccc3)nc2c(=O)[nH]1,-58,-13,-44,8,-4,-21,-23,42,3,-67,-16
O=C(CN(c1ccc(F)cc1)S(=O)(=O)c1ccc2c(c1)OCCO2)Nc1cccnc1,-15,-10,0,-15,-3,3,-9,-11,1,-6,-12
COCCCN(C(=O)c1cccnc1SC)c1c(N)n(Cc2ccccc2)c(=O)[nH]c1=O,-14,-12,11,-5,6,9,-12,-2,18,8,1
COc1ccc(Br)cc1C(=O)Nc1cccc(C)c1C,1,0,12,-11,-7,11,18,-4,0,2,-15
CN(C)C=NC(=O)c1cc(C(=O)c2ccccc2Cl)c[nH]1,4,2,-1,-2,7,25,-14,-8,2,19,16
CCN(C[C@H]1N[C@@](CC)(C(=O)OC)[C@H]2C(=O)N(C)C(=O)[C@@H]12)S(=O)(=O)c1ccc(OC)cc1,0,-1,0,-1,-8,-1,24,6,-6,-8,2
CC(C)c1ccc(N(CC(=O)N2CCN(Cc3ccccc3)CC2)S(C)(=O)=O)cc1,1,8,-5,0,-5,-5,7,1,-11,20,28

Only part of the results is shown. The share of hits here may be higher or lower than overall.
